Compound activity as filed in PubChem.
Large T inhibition = SV40 large T antigen inhibitors, biochemical (AID 1903); SV40 large T antigen ATPase/helicase inhibition assay; higher % means a stronger effect; inhibition, % at 20 µM; hits with a dose series show IC50 in µM; actives 0.39% (n = 310,000); in the data active = a potency from the dose series; inconclusive = inhibition mostly from about 32% at the one dose, without a potency; inactive = the rest, 99 in 100 with inhibition below about 32%; note: strong numbers were not always called active
GPR35 antagonists = inhibition of zaprinast-stimulated GPR35 beta-arrestin translocation – imaging, U2OS, beta-arrestin-GFP, zaprinast agonist, primary screen (AID 2058); actives 0.052% (n = 290,000); inhibition, % at 10 µM, or IC50 in µM where a hit was titrated; U2OS GPR35 beta-arrestin-GFP translocation imaging, zaprinast antagonism; higher % means a stronger effect;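 active = inhibition of at least 50% with at least 30 cells and total cytoplasm GFP at most 10,000,000; inconclusive = under 30 cells or total GFP of 10,000,000 plus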
NS5 inhibitors = flavivirus cap methylation enzyme inhibition – biochemical, confirmation dose response, primary screen (AID 588689). Dengue-2 NS5 methyltransferase capping enzyme assay, biochemical; higher % means a stronger effect. one-dose inhibition, % at 25 µM; IC50 in µM for titrated hits. actives 0.3% (n = 340,000); in the data active = a potency from the dose series; inconclusive = inhibition above about 29% without an active follow-up result
NTR1 agonist = NTR1-driven beta-arrestin-GFP spot formation – imaging, U2OS cells, high content, primary screen (AID 493036) | P30989 | agonist mode | activation, % at 20 µM | actives 0.17% (n = 330,000);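 active = activation at or above 40% of the spot to cytoplasm intensity ratio, with at least 20 cells analyzed; inconclusive = wells under 20 cells, flagged as cytotoxic or low count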;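 note: 0% = DMSO without peptide and 100% = 100 nM NTR1 peptide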
Target sequence (P30989 whole entry, looked up): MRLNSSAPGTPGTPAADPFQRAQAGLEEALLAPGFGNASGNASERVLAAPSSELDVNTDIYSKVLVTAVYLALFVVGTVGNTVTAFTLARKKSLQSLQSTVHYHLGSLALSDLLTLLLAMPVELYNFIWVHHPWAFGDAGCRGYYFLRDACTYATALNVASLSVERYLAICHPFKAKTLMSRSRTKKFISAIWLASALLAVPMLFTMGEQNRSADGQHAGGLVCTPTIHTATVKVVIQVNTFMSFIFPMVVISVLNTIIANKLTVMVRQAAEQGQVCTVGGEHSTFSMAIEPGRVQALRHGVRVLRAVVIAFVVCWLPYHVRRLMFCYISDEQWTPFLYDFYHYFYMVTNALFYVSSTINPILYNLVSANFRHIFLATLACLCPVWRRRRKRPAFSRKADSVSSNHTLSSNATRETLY
GPR55 beta-arrestin = GPR55 agonists via beta-arrestin recruitment, primary screen, imaging, U2OS cells, beta-arrestin-GFP redistribution (AID 1961) | U2OS GPR55 beta-arrestin-GFP redistribution imaging; higher % means a stronger effect | one-dose activation, % at 10 µM; EC50 in µM for titrated hits | actives 0.048% (n = 290,000);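 active = activation above 40% with more than 50 cells counted in the well; inconclusive = wells holding fewer than 50 cells, flagged as toxic or sparse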;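 note: U2OS osteosarcoma cells stably expressing GPR55 and beta-arrestin-GFP; plate controls were DMSO negative control for no effect and LPI positive control for full effect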
MgcRacGAP inhibition = MgcRacGAP GTPase-activating activity inhibitors, confirmation, biochemical, ADP Hunter fluorescence; one-dose inhibition, % at 30 µM; IC50 in µM for titrated hits; actives 0.6% (n = 340,000); MgcRacGAP-stimulated Rac1 GTP hydrolysis, ADP Hunter fluorescence; higher % means a stronger effect; GST-tagged Rac1 F28L mutant substrate;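 active = first-screen hits whose inhibition reached a set limit at any dose in the follow-up dose series; inconclusive = inhibition above the set first-screen limit but never retested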;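 note: fluorescence reports GDP produced by GAP-driven GTP hydrolysis; strong numbers were not always called active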
AID2073 = inhibitors of Mint1-CaV2.2 protein interaction, biochemical, HTRF (AID 2073); HTRF protein-protein interaction, Mint1-CaV2.2; higher % means a stronger effect; one-dose inhibition, % at 20 µM; IC50 in µM for titrated hits; actives 0.19% (n = 290,000); in the data active = inhibition mostly above about 51%, no sharp cut-off; inconclusive = no clear call, values can overlap the other calls; inactive = mostly below about 53%; note: some results filed as inactive read as strong as hits
Yfh1-depleted yeast = mitochondrial function rescue without frataxin homolog – Friedreich's ataxia, plus single-dose screen, dose response (AID 1465); actives 0.074% (n = 220,000); fold induction at 50 µM, or EC50 in µM where a hit was titrated; S. cerevisiae Yfh1-off respiration, WST-1 reduction, 72 h; higher fold induction means a stronger effect;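 active = fold induction of absorbance versus untreated yeast above a set limit, then at least 30% activation at any dose in follow-up; inconclusive = repeats straddling the limit, or above it without dose testing; inactive = fold induction below the set limit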;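 note: activators that raise dye reduction in frataxin-depleted yeast; strong numbers were not always called active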
GPR55 LPI antagonism = GPR55 antagonists blocking LPI-driven arrestin recruitment, primary screen, imaging, U2OS, beta-arrestin-GFP, LPI agonist (AID 2013); U2OS GPR55 beta-arrestin-GFP translocation imaging, LPI antagonism; higher % means a stronger effect; inhibition, % at 10 µM; hits with a dose series show IC50 in µM; actives 0.13% (n = 290,000);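 active = spots per cell inhibited over 60%, with over 100 cells counted and total cytoplasm intensity under 500,000; inconclusive = wells with under 100 cells, flagged as likely toxic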;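 note: U2OS cells stably carrying GPR55 and arrestin-GFP stimulated by 5 µM LPI near EC80; imaged beta-arrestin-GFP aggregate spots per cell after agonist stimulation; plate controls were LPI-stimulated DMSO wells for no effect and DMSO wells without LPI for full effect; some results filed as inactive read as strong as hits; confirmed hits need IC50 under 10 µM and bright autofluorescent wells are also inconclusive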
NTR1 agonist cell count 20 µM = recorded beside NTR1 agonist, whose call it bears; cell count; measured here: cell count, cytotoxicity flag
The depositor's hits bear a star; i = inactive; ? = inconclusive; . = not tested or not shown; & = joins results of further samples.

SMILES | Large T inhibition | GPR35 antagonists | NS5 inhibitors | NTR1 agonist | NTR1 agonist cell count 20 µM | GPR55 beta-arrestin | MgcRacGAP inhibition | AID2073 | Yfh1-depleted yeast | GPR55 LPI antagonism
O=C(CSCC(=O)N1CCOCC1)Nc1nc(-c2ccc3c(c2)OCO3)cs1 | 7% | 16% | -3% | -0.4 | 66 | -0.1% | -1% | 34% | i | 1%
CC(C)(C)OC(=O)N1CCC[C@@H]1C(=O)N1CCC(C(=O)O)CC1 | . | 9% | 2% | -0.5 | 39 | 0.5% | 17% | -8% | i | 11%
Cc1ccc(C)c(N2CCN(C(=O)CCc3nc4ccccc4[nH]3)CC2)c1 | 8% | -2% | 2% | 1.3 | 80 | -0.2% | 1% | 17% | i | 7%
CCCc1cc(=O)oc2c(C)c(OCC(=O)N3CCC(C(=O)O)(c4ccccc4)CC3)ccc12 | 15% | -1% | -3% | -0.6 | 64 | 0.4% | 6% | 16% | . | 12%
COc1cccc(N=CC=C2OC(C)(C)C(C)(C)O2)c1 | 10% | -7% | 2% | -1.4 | 35 | 0.1% | 17% | 2% | i | 11%
COc1cc(C(=O)Nc2nc3ccc4nc(C)sc4c3s2)cc(OC)c1OC | -3% | -11% | 0% | 0.2 | 58 | -0.1% | 5% | 24% | i | 17%
COc1ccc(NC(=S)N2CCN(S(=O)(=O)c3ccc(OC)cc3)CC2)cc1 | 8% | 2% | -3% | -0.4 | 59 | -0.1% | -3% | -26% | . | 8%
CCCCNC(=O)CNC(=S)N(Cc1ccccc1)Cc1cccnc1 | 1% | -10% | 2% | 4.9 | 45 | 0.2% | 5% | -23% | i | 9%
O=S(=O)(N1CCCCC1)N1CCN(c2ccccc2F)CC1 | 6% | -2% | -1% | 2.2 | 49 | 0.0% | 3% | -10% | i | -6%
CC(C)CNC1CCS(=O)(=O)C1 (stereo unspecified) | 16% | 10% | 2% | 0.3 | 59 | 0.4% | -2% | 6% | i | 4%
CC1(C)CC(=O)C(C=NCCN2CCN(CC(=O)Nc3ccc(F)cc3)CC2)=C(O)C1 | 13% | -5% | -6% | 0.7 | 61 | 6.2% | 11% | 6% | i | 3%
O=[N+]([O-])c1cccc(CN2CCN(c3cccc4[nH]ccc34)CC2)c1 | 27% | 2% | -3% | 1.0 | 91 | 0.4% | 45µM* | -4% | . | 3%
O=C(CSC1CCCCC1)Nc1ccccc1Br | -8% | 0% | -1% | 6.4 | 49 | 0.1% | 5% | -7% | i | 4%
CCOc1ccc(CN2CCN(CC3=Cc4cccc(OC)c4OC3)CC2CCO)cc1 (stereo unspecified) | 3% | -5% | -2% | 1.3 | 76 | -0.1% | 4% | 2% | i | 5%
O=C(CC(C(=O)O)c1ccc(Cl)cc1)c1ccc(Br)cc1 (stereo unspecified) | 10% | 8% | 3% | 0.8 | 73 | -0.1% | -4% | 11% | . | -5%
COc1ccc2oc(C(=O)N(C)CCOc3ccccc3)c(C)c2c1 | 24% | -5% | 4% | 0.2 | 69 | -0.1% | 5% | 18% | . | 18%
O=C(NCc1ccc(Cl)cc1)C(=O)NCC(c1ccco1)N1CCOCC1 (stereo unspecified) | 5% | 2% | -2% | -1.0 | 66 | ? | -17% | 5% | i | -2%
CCOc1ccc2oc(-c3ccccc3)c(C(=O)N3CCN(CCO)CC3)c2c1 | 15% | -2% | -6% | . | . | -0.1% | 5% | 14% | i | 0%
Cc1c(CCO)sc[n+]1CC(=O)OCCC12CC3CC(CC(C3)C1)C2 | 5% | 15% | 5% | 2.1 | 66 | -0.2% | -3% | -3% | i | 6%
O=C(OCC(=O)N(Cc1ccccc1)Cc1ccccc1)c1ccccc1NCCO | 24% | . | -4% | 6.7 | 80 | . | 4% | . | . | .
O=C1Nc2ccccc2C1=Nc1ccc(-c2nnc3n2CCCCC3)cc1 | 26% | 16% | -6%&-11% | -0.9 | 25 | -0.1% | -1%&7% | 6% | i | -14%
COc1ccccc1NC(=O)CSc1nnnn1-c1ccccc1F | 6% | -4% | -6% | 0.5 | 74 | -0.2% | 11% | -11% | . | -8%
COc1ccc(CC(=O)NCc2n[nH]c(=S)n2-c2cccc(Cl)c2)cc1 | 10% | 4% | -5% | 0.3 | 50 | 0.0% | 7% | -1% | i | 3%
CCN(C(=O)CCc1nc(-c2ccccc2F)no1)c1cc(OC)ccc1OC | 16% | 13% | -2% | . | . | -0.1% | 6% | 24% | i | -2%
Cc1ccc2sc(N(CCCN(C)C)C(=O)c3ccc(Br)s3)nc2c1C | 5% | -4% | 6% | 11 | 61 | -0.3% | 13% | 2% | i | -2%
Cc1ccc(C(=O)CCC(=O)O)cc1 | 28% | 1% | . | 2.2 | 92 | 0.3% | . | 13% | i | 0%
O=C(CCC(=O)Nc1ccc(F)cc1)N/N=C/c1cccs1 | 7% | -8% | -9% | 0.2 | 59 | 0.8% | 4% | 1% | . | 6%
O=C(CSc1ncn[nH]1)Nc1nnc(-c2ccccc2)s1 | 0% | -8% | -1% | -0.9 | 51 | -0.1% | 4% | -6% | i | 5%
COc1ccc(C(=O)CSc2nnc(-c3cnccn3)n2Cc2ccco2)cc1 | -1% | 33% | -5% | -1.3 | 78 | -0.2% | 10% | 2% | i | -1%
CCOc1ccc(C(C)NC(=O)c2cc(=O)[nH]c3ccccc23)cc1OCC (stereo unspecified) | 8% | -14% | -7% | -0.5 | 54 | -0.1% | 7% | -8% | . | -3%
O=C1C(Cl)=C(N2CCOCC2)C(=O)N1c1cccc(Cl)c1 | 7% | -10% | 14µM* | 0.4 | 66 | 1.2% | 26% | 28% | i | -6%
Cc1ccc(S(=O)(=O)N2CCCCC2)cc1NC(=O)CSc1ccc2c(c1)OCCO2 | 17% | -11% | -3% | 0.0 | 40 | 0.5% | 10% | 6% | i | -6%
COc1ccc(CCNC(=O)Cc2ccc(Cl)cc2)cc1OC | 7% | -6% | . | -0.8 | 63 | -0.2% | 12% | 3% | . | -18%
CC1CCCN(c2nc(-c3cccnc3)nc3scc(-c4ccccc4)c23)C1 (stereo unspecified) | 2% | -13% | -2% | 6.9 | 63 | -0.1% | 2% | 18% | i | 12%
CN(CC(=O)Nc1ccc(S(=O)(=O)N2CCCC2)cc1)Cc1c(F)cccc1Cl | 8% | -11% | 1% | 3.8 | 67 | -0.4% | 13% | -3% | i | 1%
Cc1ccc(NC(=O)CCc2nc3ccccc3[nH]2)cc1C | 14% | 4% | -3% | 0.2 | 64 | -0.1% | 0% | 9% | i | 11%
CCn1c(C)cc(/C=C2/SC(=S)N(CC(=O)O)C2=O)c1C | 9% | -18% | -90% | -0.1 | 42 | -0.1% | 6% | -6% | >100µM* | 14%
CCCC(c1nnnn1C(C)(C)C)N1CCN(Cc2ccccc2OC)CC1 (stereo unspecified) | 10% | 4% | -3% | 0.2 | 51 | -0.1% | 0% | -14% | i | -10%
O=C(/C=C/c1ccccc1)NCC(=O)N/N=C/c1ccccc1[N+](=O)[O-] | -2% | 2% | -1% | 1.1 | 81 | 0.0% | 9% | -5% | i | 10%
CCOC(=O)C1CCCCN1Cc1ccc(F)cc1 (stereo unspecified) | 7% | 1% | -2% | 0.0 | 52 | -0.1% | 12% | -4% | i | 0%
CCCCNC(=O)CN1C(=O)NC2(CCOc3ccccc32)C1=O (stereo unspecified) | 21% | -22% | 4% | -0.2 | 42 | . | -1% | 5% | . | -3%
CC(=O)Nc1ccc(S(=O)(=O)n2nc(C)cc2C)cc1 | 7% | -15% | 1% | -1.4 | 61 | -0.1% | 5% | 1% | i | -5%
C=CCN=C(NC#N)SCC(=O)NC(C)(C)C | -3% | -14% | 6% | -1.0 | 54 | 0.3% | 7% | 0% | i | -1%
CCc1nnc(NC(=O)c2ccc(NC(=O)C(C)C)cc2)s1 | 7% | 22% | -1% | 2.3 | 46 | 0.4% | 6% | -3% | i | 13%
CCN(C(=O)CSc1nncn1-c1ccccc1)c1c(N)n(Cc2ccccc2)c(=O)[nH]c1=O | 14% | 2% | -1% | 0.2 | 32 | 0.2% | 10% | 1% | i | 0%
COc1cccc(OC)c1NC(=O)C1CCCN1C(=O)NCc1ccccc1 (stereo unspecified) | 4% | -1% | 1% | 1.3 | 84 | 0.1% | 6% | -7% | i | -3%
CN(C)CCN1C(=O)c2oc3ccc(F)cc3c(=O)c2C1c1ccncc1 (stereo unspecified) | 10% | 5% | -1% | 0.8 | 57 | 0.9% | 2% | -2% | i | 10%
O=C(CCl)N1CCN(S(=O)(=O)c2ccc3ccccc3c2)CC1 | 19% | 18% | -15% | 8.3 | 56 | 0.2% | 1% | -5% | . | 6%
CC(C)CC(C(=O)NC1CCCCC1)N(Cc1cccs1)C(=O)c1snc(C(N)=O)c1N (stereo unspecified) | 4% | 4% | -3% | 0.6 | 43 | 0.4% | -8% | -2% | i | 12%
O=C(O)c1sccc1Oc1ccc(NS(=O)(=O)c2ccccc2)cc1 | 10% | -4% | -1% | -0.2 | 78 | 0.0% | 8% | 21% | . | -7%
Cc1ccc(C(=O)NCCNS(C)(=O)=O)cc1 | -1% | 18% | -3% | 1.8 | 56 | -0.3% | -1% | 4% | i | -10%
CCOc1ccccc1C(=O)NCC(=O)NNC(=O)c1cccc(S(=O)(=O)Nc2ccc(OC)cc2)c1 | 12% | . | 2% | -0.1 | 50 | . | 3% | . | . | .
CC(C)OCCCNC(=O)c1ccc2c(=O)n(Cc3ccc4c(c3)OCO4)c(=S)[nH]c2c1 | 3% | -15% | 1% | -1.0 | 60 | -0.3% | 1% | 49% | i | -7%
O=P(O)(O)c1ccccc1OCCCCCOc1ccccc1P(=O)(O)O | 2% | -4% | 3% | -0.1 | 50 | -0.1% | 7% | -2% | i | -2%
CCOC(=O)C(C)Sc1nc2c(cnn2-c2ccc(F)cc2)c(=O)[nH]1 (stereo unspecified) | 5% | -1% | -2% | 4.8 | 81 | 0.4% | -8% | 10% | . | 11%
S=C(NC1CCCCC1)c1ccc2c(c1)OCO2 | 16% | -2% | -9% | -0.2 | 80 | 0.1% | 7% | -55% | i | 0%
